From PubChem
RXFP1 antagonist: blocks the human relaxin receptor RXFP1 | Q9HBX9 | HEK293-RXFP1, relaxin-stimulated cAMP HTRF, 30 min; active compounds read low | activity change, negative = inhibition, % at 57.5 µM | 350,000 tested, 0.59% active;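 active = activity change of -60% or lower, but not beyond a set lower limit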; also: % is scaled to controls: 0 for no effect and ±100 for the full control effect
D2 antag: D2 dopamine receptor (human) antagonism | P14416 | HEK293 TREx D2 cells, calcium flux, dopamine EC80 | 340,000 tested, 2% active | inhibition, % at 10 µM | AID 485344; in the data active = inhibition above about 30%; also: 0% is about no effect
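Calcium flux kinetic readout in an inducible HEK293 TREx D2 line plated overnight at 30 C. After 180 s compound exposure, an EC80 dopamine challenge follows with another 180 s kinetic read to detect antagonism.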
D1 potentiator: potentiators of human D1 dopamine receptor; P21728; HEK293 TREx D1 cells, calcium flux, dopamine EC20 potentiation; potentiation, % at 10 µM; 360,000 tested, 0.036% active; in the data active = potentiation above about 30%; also: 0% is about no effect
Target sequence (P21728 whole entry, looked up): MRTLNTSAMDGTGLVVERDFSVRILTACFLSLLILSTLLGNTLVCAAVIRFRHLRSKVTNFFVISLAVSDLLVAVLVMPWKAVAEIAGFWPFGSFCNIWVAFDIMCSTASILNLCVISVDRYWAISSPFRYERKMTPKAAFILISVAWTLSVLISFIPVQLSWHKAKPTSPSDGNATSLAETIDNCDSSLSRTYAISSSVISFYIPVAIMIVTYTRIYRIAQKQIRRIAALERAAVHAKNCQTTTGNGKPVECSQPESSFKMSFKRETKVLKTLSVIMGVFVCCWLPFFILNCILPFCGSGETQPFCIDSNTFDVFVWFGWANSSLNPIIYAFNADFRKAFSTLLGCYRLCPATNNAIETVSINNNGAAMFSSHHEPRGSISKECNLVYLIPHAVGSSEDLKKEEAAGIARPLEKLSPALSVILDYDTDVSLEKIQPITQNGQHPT
D1 antag: antagonists of human D1 dopamine receptor | activity change, negative = inhibition, % at 10 µM | HEK293 TREx D1 cells, calcium flux, dopamine EC80; active compounds read low | P21728 | AID 504652 | 360,000 tested, 3.2% active; in the data active = activity change below about -30%; also: % is scaled to controls: 0 for no effect and ±100 for the full control effect
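Cells carrying a force-coupled, tetracycline-inducible human D1 receptor report calcium flux. Each well gets a 10 s baseline, compound with 180 s monitoring, then an EC80 dopamine stimulus with a second 180 s kinetic read.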
D1 ag: human D1 receptor agonism; activation, % at 2 µM; AID 504660; HEK293 T-REx D1 cells, calcium flux, agonist mode; P21728; 360,000 tested, 1% active; also: 0% is about no effect
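Agonism was scored from calcium flux recorded over 180 s (1 read/s) after pintool compound addition, following a 10-cycle baseline. Cells were inducible force-coupled HEK293 TREx D1, plated overnight at 30 C and loaded with no-wash calcium dye.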
TRHR ag: TRH receptor (human) agonism. P34981. TRHR cells, calcium flux fluo-8, FDSS agonist mode. activation, % at 2 µM. 360,000 tested, 0.18% active; also: 0% is about no effect
Target sequence (P34981 whole entry, looked up): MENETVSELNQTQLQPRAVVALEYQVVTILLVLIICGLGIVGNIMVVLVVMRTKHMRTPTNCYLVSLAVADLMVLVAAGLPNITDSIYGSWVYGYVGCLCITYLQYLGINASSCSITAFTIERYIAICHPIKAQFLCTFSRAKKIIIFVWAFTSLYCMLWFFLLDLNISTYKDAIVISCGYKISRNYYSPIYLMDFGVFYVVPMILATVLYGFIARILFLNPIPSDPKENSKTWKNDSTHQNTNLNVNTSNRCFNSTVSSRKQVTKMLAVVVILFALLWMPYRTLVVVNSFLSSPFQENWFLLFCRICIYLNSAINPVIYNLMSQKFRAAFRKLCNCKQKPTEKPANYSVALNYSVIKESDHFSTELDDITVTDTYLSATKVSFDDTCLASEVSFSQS
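Read-out: compound-evoked intracellular calcium rise in TRHR cells, fluo-8 dye, kinetic FDSS fluorescence at 1 s/cycle following a 10-cycle baseline. Cells cultured overnight before dye loading (30 min–1.5 h, RT).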
D2 PAM: D2 dopamine receptor (human) potentiation; HEK293 T-REx D2, calcium flux, EC20 dopamine potentiation; potentiation, % at 10 µM; 340,000 tested, 0.34% active;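 active = potentiation over 3 SD above the plate norm, cut at about 30% in these data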; also: 0% is about no effect
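Using a no-wash calcium dye in inducible, force-coupled HEK293 Trex cells expressing D2, we tracked fluorescence each second for 180 s after compound, then for 180 s after EC20 dopamine to detect augmented signalling.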
TRHR PAM: allosterically enhances the human TRH receptor. P34981. TRHR cells, fluo-8 calcium fluorescence, EC20 TRH enhancement. enhancement, % at 2 µM. 360,000 tested, 0.66% active. AID 493056; in the data active = enhancement above about 30%; also: 0% is about no effect
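Enhancer read-out: after compound pinning and an initial kinetic agonist-mode read, an EC20 of TRH (10 nM final) was injected and fluo-8 calcium signal (Ex 480/Em 530) followed at 1 s/cycle for 100 cycles in TRHR-expressing cells.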
D2 agonist: D2 dopamine receptor (human) agonism. AID 485358. P14416. 340,000 tested, 0.53% active. HEK293 T-REx D2 cells, calcium flux agonist mode. activation, % at 2 µM;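 active = activation over 3 SD above normal in the single-dose calcium agonist read, cut at about 30% in these data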; also: 0% is about no effect
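Tetracycline-induced HEK293 Trex cells with D2 receptor force-coupled to calcium signaling, plated overnight at 30 C and loaded with no-wash calcium dye. Calcium flux read kinetically for 180 s after compound addition; responses flag agonists.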
* hit, by the source's call; . = no result given; & = joins results of further samples. Rule as the data show it, unless noted: active = activation above about 30%; inactive = the rest.

SMILES	RXFP1 antagonist	D2 antag	D1 potentiator	D1 antag	D1 ag	TRHR ag	D2 PAM	TRHR PAM	D2 agonist
O=C(OCC(=O)N1CCC(Cc2ccccc2)CC1)c1ccccc1NCCO	-1	-13	0	4	2	-0.1	-1	-14	0.1
Cc1ccc(S(=O)(=O)N(C)C)cc1NC(=O)C(C)OC(=O)c1ccc2c(c1)OCCO2 (stereo unspecified)	-16	6	-2	-8	2	-0.5	-15	3	-1.7
O=C(CCc1cn2ccccc2n1)NC1CCCc2c1cnn2-c1ccccc1F (stereo unspecified)	-13	-15	-6	-2	2	-0.7	-11	10	-0.4
CCOC(=O)N1CCc2c(sc(NCc3cccc(F)c3)c2C(=O)Nc2ccc(OCC)cc2)C1	-10	.	-2	6	0	-0.5	10	-1	0.5
CCOC(=O)c1cn(Cc2ccc(Br)cc2)nn1	-6	19	-6	8	7	-0.3	6	36*	-1.4
COc1cc2c(cc1OC)CN(C(=O)c1ccc3nc[nH]c3c1)CC2	-4	3	-1	8	4	0.0	-1	1	1.1
CCN(CC)S(=O)(=O)c1cccc(-c2nnc(SCC#N)n2Cc2ccccc2)c1	5	8	-6	-6	2	0.8	-8	-17	0.8
CCC(Oc1ccccc1F)C(=O)Nc1c(C(=O)c2ccccc2)oc2ccccc12 (stereo unspecified)	3	.	-1	7	17	0.7	-5	-10	1.7
COc1ccc(C2CC(c3cccc(C)c3)n3ncnc3N2)cc1 (stereo unspecified)	0	-16	0	-24	1	0.6	-3	1	1.7
O=C(CSc1nc2ccccc2n1S(=O)(=O)c1cccc([N+](=O)[O-])c1)NCCc1ccccc1	6	2	8	-19	3	-0.7	16	-1	0.4
CC(=O)c1cc(F)c(N2CCN(C(=O)Cc3ccccc3)CC2)cc1C	-5	.	-7	4	-1	0.1	.	3	.
O=C(NCCc1ccc(Cl)cc1)C1CC(=O)N(C2CCCC2)C1 (stereo unspecified)	-12	1	-5	14	3	11	4	-7	0.2
CCOC(=O)c1c(NC(=O)C2=COCCO2)sc2c1CCN(C(=O)OC)C2	-6	-12	-4	19	-2	-0.9	6	1	-1.0
COc1ccc(OC)c(Nc2nc3ccccc3n3c(C)nnc23)c1	-3	.	-1	4	1	1.3	2	2	1.0
Cc1cccc(C)c1Nc1nnc(SCC(=O)c2ccc(Br)s2)s1	12	12	-9	7	0	-1.2	-1	-3	-0.1
CCCCNC(=O)c1cn(-c2ccc(OCC)cc2)c(=O)c2cc(OC)c(OC)cc12	10	-16	-5	12	2	0.9	7	47*	-1.1
CCCCSc1nnc(CCNC(=O)OC(C)(C)C)o1	7	.	-1	-10	3	-0.4	.	-5	.
O=C(CN1C(=O)C(=O)N(C2CCCC2)C1=O)Nc1ccc(F)cc1F	0	-3	-1	-10	1	0.3	-1	0	-0.3
Cc1ccc(S(=O)(=O)N2CCOCC2)cc1C(=O)NC(=S)N1CC(C)OC(C)C1 (stereo unspecified)	-4	0	0	-35*	0	-0.6	9	-1	0.3
CCOC(=O)c1c(CN(CC)CC)oc2cc(Br)c(O)cc12	.	5	.	-18	5	1.1	-4	-9	-0.4
CSCCC(NS(=O)(=O)c1cccc(C(F)(F)F)c1)C(=O)N(C)CCOc1ccc(Cl)cc1 (stereo unspecified)	-28	-18	-5	14	10	2.9	15	-9	0.9
COc1ccc(-c2nc(CS(=O)CC(=O)NCc3ccc4c(c3)OCO4)c(C)o2)cc1OC (stereo unspecified)	5	8	-8	-27	1	-0.7	1	-1	0.1
COc1ccc(CNC2c3ccccc3-c3ccccc32)cc1OC	6	-5	-3	-18	10	-0.7	-7	2	0.0
O=C(COc1ccc(Cl)cc1)Nc1cc2c3c(c1)CC(=O)N3CCC2	-28	.	0	8	0	-0.7	.	-1	.

Of the compounds above, 6 contain an aryl methoxy group.
SMILES	RXFP1 antagonist	D2 antag	D1 potentiator	D1 antag	D1 ag	TRHR ag	D2 PAM	TRHR PAM	D2 agonist
COc1cc2c(cc1OC)CN(C(=O)c1ccc3nc[nH]c3c1)CC2	-4	3	-1	8	4	0.0	-1	1	1.1
COc1ccc(C2CC(c3cccc(C)c3)n3ncnc3N2)cc1 (stereo unspecified)	0	-16	0	-24	1	0.6	-3	1	1.7
COc1ccc(OC)c(Nc2nc3ccccc3n3c(C)nnc23)c1	-3	.	-1	4	1	1.3	2	2	1.0
CCCCNC(=O)c1cn(-c2ccc(OCC)cc2)c(=O)c2cc(OC)c(OC)cc12	10	-16	-5	12	2	0.9	7	47*	-1.1
COc1ccc(-c2nc(CS(=O)CC(=O)NCc3ccc4c(c3)OCO4)c(C)o2)cc1OC (stereo unspecified)	5	8	-8	-27	1	-0.7	1	-1	0.1
COc1ccc(CNC2c3ccccc3-c3ccccc32)cc1OC	6	-5	-3	-18	10	-0.7	-7	2	0.0

The listing continues:
SMILES	RXFP1 antagonist	D2 antag	D1 potentiator	D1 antag	D1 ag	TRHR ag	D2 PAM	TRHR PAM	D2 agonist
Cc1cccc(N2CCN(C(=O)c3cc4ccc5cccnc5c4[nH]3)CC2)c1C	-8	.	-4	18	2	1.4	1	18	0.9
COc1ccc(C2C(=O)N(C3CCC(C)CC3)CC(=O)N2Cc2ccccc2Cl)cc1OC (stereo unspecified)	-11	.	0	1	-3	-0.6	-13	-9	-0.1
COc1ccc(CNC(=S)Nc2ccc(F)c(Cl)c2)cc1	-5	68*	2	-8	26	1.2	7	-11	1.8
CCC/C(O)=C1\C(=O)CCCC1=NCCCCCC(=O)O	8	4	-3	-7	1	2.0	3	-8	0.2
COc1ccc(CN2CNc3c(c(=O)n(C)c(=O)n3C)C2)cc1	-12	-6	0	-17	2	-0.1	4	-6	-0.6
O=C(CSc1nc2c(c(=O)[nH]1)CN(Cc1ccc3c(c1)OCO3)CC2)Nc1ccccc1Cl	-5	.	4	-3	0	0.1	4	2	0.1
Cc1ccccc1OCC(=O)Nc1ccc(C(=O)OCc2cc(=O)n3ccsc3n2)cc1	-9	.	0	0	3	-1.5	7	5	-2.1
Cc1nnc(Nc2ccccn2)c2ccccc12	.	-2	-3	0	-3	-0.2	2	4	-0.2
COCCN(CCOC)C(=O)COC(=O)c1ccc(Cl)c(S(=O)(=O)N(C)c2ccccc2)c1	-18	2	0	0	1	0.2	3	4	-0.3
Cc1csc(SC(C)c2nc3scc(-c4ccccc4)c3c(=O)[nH]2)n1 (stereo unspecified)	2	-13	-4	-10	1	-0.4	1	-9	0.0
Cc1ccc(N=Cc2cccc(O)c2O)c(C)c1	.	-7	0	-3	2	0.0	2	29	-0.2
COc1ccc(/C=C/C(=O)NC(=S)Nc2ccc(Br)cn2)cc1	-2	4	-4	0	4	-1.9	10	0	-2.3
O=C(c1cc(Cl)ccc1Cl)N1CCc2ccccc21	-16	.	-1	2	1	-1.8	.	-3	.
Cc1ccc(S(=O)(=O)Nc2c(NC3CCCCC3)c3ccccc3oc2=O)c(C)c1	1	0	-2	-10	0	0.7	-6	-10	0.4
Cc1cccc(N(C)C(=O)c2cc(S(=O)(=O)N3CCCCC3)c[nH]2)c1	3	-20	-4&-3	5&10	2&0	-0.2&0.0	8&1	9&-4	-2.1&0.8
CCOC(=O)N1CCN(C(=O)Cn2c(C)cc3ccccc3c2=O)CC1	2	3	8	0	0	-0.5	3	1	0.0
Cc1nnc(NC(=O)c2oc3c(ccc4ccccc43)c2C)s1	-4	-13	-3	-7	0	0.1	-1	4	-0.4
COC(=O)c1ccc(C2=NOC(C)(c3sc(-c4ccc(Cl)cc4)nc3C)C2)cc1 (stereo unspecified)	.	-11	0	14	4	0.6	7	5	-0.3
COc1ccc(C(=O)Nn2c(SCC(=O)NC3CCCCC3)nc3ccccc3c2=O)cc1	-8	-7	12	2	6	2.9	18	-2	1.2
CCC1CCCCN1C(=O)CCc1nnc(C2CCCCC2)o1 (stereo unspecified)	-2	-1	-1	-14	1	-3.7	15	2	-3.6
O=C(Nc1nnc(C2CC2)s1)c1cc2ccccc2o1	-18	1	-4	-4	5	-0.3	-4	4	0.2
O=C1NC2(CCCCCC2)C(=O)N1Cc1ccc(Br)cc1	-5	-6	-9	-16	0	0.4	-9	12	0.2
CCNc1c(NC(=O)c2cc(OCC)c(OCC)c(OCC)c2)c(=O)oc2ccccc12	-7	.	-3	-1	1	-1.1	3	2	-2.9
COc1ccc(-n2c(Cc3cccn3C)nnc2SCC(=O)NCCc2ccccc2)cc1	1	-13	-1	3	0	-0.7	1	-3	-0.9
CCN(Cc1ccccc1)C(=O)CN1C(=O)CSc2ccc(S(=O)(=O)N(CC)CC)cc21	2	.	-3	16	0	0.0	-3	-8	-0.4
CCOP(=O)(OCC)C(NC(=O)Nc1ccc(Cl)cc1)C(N)=O (stereo unspecified)	-3	18	-4	-4	-1	-0.8	13	1	0.9
CCOc1ccc(/C=C2\N=C(c3cccs3)OC2=O)cc1OC	.	10	-7	-3	3	0.6	-4	5	-0.1
CCn1c(CC(=O)Nc2ccc(F)cc2)nnc1SCC(=O)NC1CCCC1	12	.	1	11	-1	0.4	-11	-3	.
COc1ccc(OC)c(NC2c3ncccc3C(=O)N2Cc2ccco2)c1 (stereo unspecified)	17	11	11	4	0	-0.1	-6	8	-0.5
Cc1cccc(Cn2c(-c3cccs3)nc3ccccc32)c1	.	.	-1	1	4	-0.7	9	12	.
COc1ccc(-c2nnc3ccc(SCC(=O)Nc4cc(C)on4)nn23)cc1	.	4	-2	-1	4	-0.9	-3	-1	-0.7
O=C(NCC1CCCO1)c1ccc(COc2ccccc2)o1 (stereo unspecified)	0	3	2	-5	1	0.3	3	-1	-1.2
c1ccc(C2C3=C(CCCC3)Nc3ncnn32)cc1 (stereo unspecified)	-2	31*	-6	12	2	0.7	-2	7	0.4
O=C1NCCN(Cc2cccc(Oc3ccccc3)c2)C1CC(=O)N1CCCO1 (stereo unspecified)	4	-1	-1	-16	0	0.0	-9	12	-0.4
O=C(O)Cn1nc(C(F)(F)F)c2c1CCCC2	-8	.	0	7	3	-0.6	.	-2	.
COC(=O)c1cc(NC(=O)CN(c2cccc(OC)c2)S(=O)(=O)c2ccccc2)ccc1Cl	1	13	1	-7	3	0.9	3	-7	1.6
Cc1ccc(C)c(NC(=O)CCN2CCOCC2)c1	-8	-8	1	1	0	0.5	-3	0	1.9
COc1ccc(OCC(=O)N2CCCC2=O)c([N+](=O)[O-])c1	8	6	-3	12	2	0.8	-6	-2	2.8
COc1ccc(-c2noc(COc3ccc4c(c3)OCO4)n2)cc1OC	1	24	0	0	5	-0.5	2	8	-0.3
COc1cc(OC)c(NS(=O)(=O)c2cc(C(=O)OC(C)C(=O)NC3CC3)c(Cl)cc2Cl)cc1Cl (stereo unspecified)	-1	10	-4	-9	6	0.5	-5	-5	-0.1

Three entries from above, ordered by their value in TRHR ag, largest number first.
| SMILES | TRHR ag |
| --- | --- |
| COc1ccc(OCC(=O)N2CCCC2=O)c([N+](=O)[O-])c1 | 0.8 |
| COc1cc(OC)c(NS(=O)(=O)c2cc(C(=O)OC(C)C(=O)NC3CC3)c(Cl)cc2Cl)cc1Cl (stereo unspecified) | 0.5 |
| COc1ccc(-c2noc(COc3ccc4c(c3)OCO4)n2)cc1OC | -0.5 |
